# Compound activity from PubChem.
# TcdB inh: blocks C. difficile toxin B glycohydrolase activity; P18177; TcdB glycohydrolase enzymatic assay, plate reader; inhibition, % at 9.99 µM; 350,000 compounds, 0.24% hits; in the data active means inhibition above about 10%
# * hit, by the source's call.
Structure | TcdB inh
COc1ccccc1NC(=O)N(C)C[C@H]1Oc2ncc(C#CCN(C)C)cc2C(=O)N([C@H](C)CO)C[C@@H]1C | -1.2
COCC(=O)Nc1ccc2c(c1)[C@H]1C[C@@H](CC(=O)NC3CCCC3)O[C@@H](CO)[C@H]1O2 | 0.0
C[C@H]1CN([C@@H](C)CO)C(=O)Cc2cc(NS(C)(=O)=O)ccc2O[C@@H]1CN(C)Cc1ccc2c(c1)OCO2 | 1.9
Cc1ccc(S(=O)(=O)Nc2ccc3c(c2)C(=O)N([C@H](C)CO)C[C@H](C)[C@H](CN(C)C(=O)NC(C)C)OCCCC[C@@H](C)O3)cc1 | -0.1
CN(C)C(=O)c1cccc(-c2ccc3n(c2=O)C[C@H]2[C@H](CO)[C@@H](C(=O)NCC(F)(F)F)[C@@H]3N2C)c1 | 0.8
C[C@@H]1CN([C@H](C)CO)C(=O)c2cc(NC(=O)CCN3CCOCC3)ccc2O[C@H]1CN(C)Cc1ccc(-c2ccccc2)cc1 | 0.4
C[C@@H]1CN([C@@H](C)CO)C(=O)c2cc(NC(=O)Cc3cn(C)c4ccccc34)ccc2O[C@@H]1CN(C)C(=O)Nc1ccc(C(F)(F)F)cc1 | -1.1
C[C@H](CO)N1C[C@H](C)[C@H](CN(C)Cc2ccncc2)Oc2c(NS(=O)(=O)c3cn(C)cn3)cccc2C1=O | 1.1
O=C(c1ccccc1)N1CC2(C1)[C@@H](c1ccccc1)[C@@H](CO)N2Cc1cc(F)ccc1F | -3.3
Cc1cc(C(=O)Nc2cccc3c2O[C@H](CN(C)Cc2ccc(-c4ccccc4)cc2)[C@@H](C)CN([C@H](C)CO)C3=O)n(C)n1 | -0.3
C[C@@H]1CCCCO[C@H](CN(C)C(=O)Nc2cccc3ccccc23)[C@@H](C)CN([C@H](C)CO)C(=O)c2cc(NC(=O)C3CCCCC3)ccc2O1 | 0.6
Cc1ccccc1-c1ccc([C@H]2[C@H](CO)N3C(=O)CN(C(=O)c4ccncc4)C[C@@H]23)cc1 | 0.6
C/C=C/c1cnc2c(c1)C(=O)N([C@H](C)CO)C[C@H](C)[C@@H](CN(C)C(=O)Nc1c(C)noc1C)O2 | -0.3
Cc1noc(C)c1NC(=O)Nc1ccc2c(c1)C(=O)N([C@H](C)CO)C[C@@H](C)[C@H](CN(C)CC1CCCCC1)O2 | 0.3
C[C@@H]1CCCCO[C@@H](CN(C)Cc2ccccc2)[C@@H](C)CN([C@H](C)CO)C(=O)c2cc(NC(=O)Nc3ccc4c(c3)OCO4)ccc2O1 | -0.5
COCC(=O)Nc1ccc2c(c1)C(=O)N(C)C[C@H](OC)[C@H](C)CN(CCC(F)(F)F)[C@H](C)CO2 | 0.7
CN(C)CC(=O)N1[C@@H]2Cn3c(ccc(C4=CCCC4)c3=O)[C@H]1[C@@H](C(=O)NCC1CCCCC1)[C@@H]2CO | 0.7
COc1ccc(S(=O)(=O)Nc2ccc3c(c2)CC(=O)N([C@H](C)CO)C[C@@H](C)[C@H](CN(C)S(=O)(=O)c2c(C)noc2C)O3)cc1 | -1.7
Cc1cc(C(=O)Nc2ccc3c(c2)C(=O)N(C)[C@@H]2CC[C@H](CC(=O)N[C@@H](C)c4ccccc4)O[C@H]2CO3)no1 | 1.0
C[C@H](CO)N1C[C@H](C)[C@@H](CN(C)C(=O)c2cnccn2)Oc2ncc(C#Cc3ccccn3)cc2C1=O | -0.4
C[C@@H]1CN([C@H](C)CO)C(=O)c2cc(NC(=O)CCCN(C)C)ccc2O[C@@H](C)CCCCO[C@@H]1CN(C)S(=O)(=O)c1ccccc1 | 0.8
C[C@@H]1CCCCO[C@H](CN(C)S(=O)(=O)c2cn(C)cn2)[C@@H](C)CN([C@@H](C)CO)C(=O)c2cc(NS(C)(=O)=O)ccc2O1 | -14
O=C(C[C@H]1CC[C@@H](NC(=O)Nc2ccc(C(F)(F)F)cc2)[C@H](CO)O1)NCc1cccc(F)c1 | -0.5
COc1ccc(CN(C)C[C@H]2Oc3ccc(NC(=O)C4CCCCC4)cc3CC(=O)N([C@@H](C)CO)C[C@@H]2C)cc1 | -0.4
C[C@H]1CCCCO[C@H](CN(C)C(=O)Nc2ccc(F)cc2)[C@@H](C)CN([C@@H](C)CO)C(=O)c2cc(NS(C)(=O)=O)ccc2O1 | 0.7
CC(C)NC(=O)Nc1ccc2c(c1)C(=O)N([C@H](C)CO)C[C@@H](C)[C@@H](CN(C)Cc1ccc(Cl)c(Cl)c1)OCCCC[C@H](C)O2 | 0.2
Cc1noc(C)c1NC(=O)Nc1ccc2c(c1)C(=O)N(C)[C@H]1CC[C@@H](CC(=O)N(C)C)O[C@H]1CO2 | -0.6
C[C@@H]1CN([C@@H](C)CO)C(=O)c2cc(NS(=O)(=O)c3ccccc3)ccc2O[C@@H](C)CCCCO[C@@H]1CN(C)C(=O)Nc1cccc2ccccc12 | 0.9
CC(C)CC#Cc1ccc2c(c1)O[C@@H](CN(C)C(=O)CC1CC1)[C@@H](C)CN([C@H](C)CO)S2(=O)=O | -0.2
C[C@H](CO)N1C[C@H](C)[C@@H](CN(C)C)OCCCC[C@H](C)Oc2ccc(NS(=O)(=O)c3ccc(F)cc3)cc2C1=O | 1.2

# Reformatted: entries from further up.
Cc1cc(C(=O)Nc2ccc3c(c2)C(=O)N(C)[C@@H]2CC[C@H](CC(=O)N[C@@H](C)c4ccccc4)O[C@H]2CO3)no1
  TcdB inh: 1.0
C[C@H](CO)N1C[C@H](C)[C@@H](CN(C)C(=O)c2cnccn2)Oc2ncc(C#Cc3ccccn3)cc2C1=O
  TcdB inh: -0.4
C[C@@H]1CN([C@H](C)CO)C(=O)c2cc(NC(=O)CCCN(C)C)ccc2O[C@@H](C)CCCCO[C@@H]1CN(C)S(=O)(=O)c1ccccc1
  TcdB inh: 0.8
C[C@@H]1CCCCO[C@H](CN(C)S(=O)(=O)c2cn(C)cn2)[C@@H](C)CN([C@@H](C)CO)C(=O)c2cc(NS(C)(=O)=O)ccc2O1
  TcdB inh: -14

# Continued.
Structure | TcdB inh
CCC(=O)N[C@@H]1CC[C@H](CC(=O)NCc2ccccc2F)O[C@H]1CO | -0.1
CCCNC(=O)[C@H]1[C@H](CO)[C@H]2Cn3c(ccc(-c4ccc(OC)cc4)c3=O)[C@H]2N1CCC | 0.7
C[C@@H]1CCCCO[C@@H](CN(C)C(=O)C2CCCCC2)[C@@H](C)CN([C@H](C)CO)C(=O)c2cc(NC(=O)CCCCCC(=O)Nc3ccccc3N)ccc2O1 | -11
CCCC(=O)Nc1ccc2c(c1)C(=O)N(C)C[C@@H](OC)[C@H](C)CN(C(=O)c1cccnc1)[C@H](C)CO2 | -1.0
C[C@@H]1CCCCO[C@@H](CN(C)C(=O)Nc2ccc(F)cc2)[C@H](C)CN([C@H](C)CO)C(=O)c2cc(N(C)C)ccc2O1 | -14
Cc1cccc(S(=O)(=O)N2C[C@H](O)COC[C@H]3O[C@@H](CC(=O)NCCCN4CCOCC4)CC[C@@H]32)c1 | 0.5
CN1[C@H](C(=O)NC2Cc3ccccc3C2)[C@@H](CO)[C@@H]2Cn3c(ccc(-c4ccccc4)c3=O)[C@@H]21 | -1.2
CN1C(=O)c2cc(NC(=O)c3cccc(F)c3)ccc2OC[C@H]2O[C@H](CC(=O)N3CCc4ccccc4C3)CC[C@H]21 | 0.4
C[C@@H]1CN([C@@H](C)CO)C(=O)c2c(c3ccccc3n2C)-c2ccccc2CO[C@H]1CN(C)C(=O)Nc1ccc(-c2ccccc2)cc1 | -0.4
COC(=O)[C@@H]1[C@@H](CO)[C@@H]2Cn3c(ccc(-c4cccc(C(=O)N(C)C)c4)c3=O)[C@@H]2N1C | -2.6
C[C@@H]1CN([C@@H](C)CO)C(=O)c2cc(NC(=O)Cc3cn(C)c4ccccc34)ccc2O[C@H]1CN(C)Cc1ccc(C(=O)O)cc1 | -1.1
C[C@@H]1CN([C@@H](C)CO)C(=O)c2cc(NC(=O)Nc3cccc4ccccc34)ccc2O[C@@H](C)CCCCO[C@H]1CN(C)S(=O)(=O)c1ccc(F)cc1 | -1.2
COCC#Cc1ccc([C@H]2[C@@H](CO)N3C(=O)CN(C(=O)C4CC4)C[C@H]23)cc1 | -1.7
CCC(=O)N[C@@H]1C[C@@H]2O[C@H](CO)CC[C@@H]2O[C@@H]1CCc1ccc(-c2cccc(OC)c2)cc1 | -0.7
COc1cccc(S(=O)(=O)N[C@@H]2CC[C@H](CC(=O)NCc3ccc(F)cc3)O[C@@H]2CO)c1 | -0.4
COCC(=O)N1[C@@H](CO)[C@@H]2c3ccccc3N(C(=O)Nc3ccccc3Cl)C[C@@H]21 | -0.1
CCCN1C[C@H](C)[C@@H](OC)CN(C)C(=O)c2ccc(NC(=O)COC)cc2OC[C@H]1C | -4.3
O=C(c1cccc(F)c1)N1C[C@@H]2[C@H](c3ccccc31)[C@H](CO)N2C(=O)c1cccc(F)c1 | -2.0
CC=Cc1ccc2n(c1=O)C[C@H]1[C@H](CO)[C@@H](C(=O)NC3CCCC3)N(Cc3nccs3)[C@@H]21 (mixture of isomers) | -0.4
C[C@@H]1CN([C@@H](C)CO)C(=O)CCCn2cc(nn2)CO[C@@H]1CN(C)C(=O)Nc1ccc(N2CCN(C)CC2)cc1 | -2.1
CO[C@@H]1CN(C)C(=O)c2ccc(NC(=O)Nc3cc(Cl)cc(Cl)c3)cc2OC[C@H](C)NC[C@H]1C | -1.9
C[C@H](CO)N1C[C@H](C)[C@@H](CN(C)C(=O)Nc2cccc(C(F)(F)F)c2)OCc2cnnn2CCCC1=O | -0.3
C[C@@H]1CN([C@H](C)CO)C(=O)c2cc(NS(=O)(=O)c3ccc(F)cc3)ccc2O[C@@H](C)CCCCO[C@H]1CN(C)Cc1ccc2c(c1)OCO2 | 0.4
CC(C)NC(=O)Nc1cccc2c1O[C@@H](CN(C)Cc1ccc(Cl)c(Cl)c1)[C@H](C)CN([C@@H](C)CO)C2=O | -0.2
CS(=O)(=O)Nc1ccc2c(c1)[C@@H]1C[C@H](CC(=O)NCc3cc(F)ccc3F)O[C@@H](CO)[C@@H]1O2 | 0.7
C[C@H]1CN([C@@H](C)CO)C(=O)Cc2cc(NC(=O)Nc3cccc4ccccc34)ccc2O[C@H]1CN(C)C(=O)Nc1ccccc1 | -0.4
COc1ccc(NC(=O)N(C)C[C@@H]2Oc3ccc(NC(=O)NC(C)C)cc3C(=O)N([C@@H](C)CO)C[C@@H]2C)cc1 | -0.3
O=C(NCc1ccc(F)cc1)[C@@H]1[C@@H](CO)[C@@H]2Cn3c(cccc3=O)[C@H]1N2C(=O)Cc1ccccn1 | -0.4
COc1ccc(S(=O)(=O)Nc2ccc3c(c2)C(=O)N([C@H](C)CO)C[C@@H](C)[C@@H](CN(C)C(=O)C2CCCCC2)OCCCC[C@H](C)O3)cc1 | 0.3
CN1C(=O)c2cc(NC(=O)c3ccccc3Cl)ccc2OC[C@H]2O[C@H](CC(=O)NCC(F)(F)F)CC[C@@H]21 | -1.7
COc1ccccc1NC(=O)N1C[C@@H](O)COC[C@@H]2O[C@H](CC(=O)NCCc3ccccc3)CC[C@H]21 | -8.8
CO[C@@H]1CN(C)C(=O)c2cc(NC(=O)NC(C)C)ccc2OC[C@@H](C)N(S(C)(=O)=O)C[C@@H]1C | -10
CO[C@H]1CC[C@@H]2CCN(C)C(=O)[C@H](C)[C@H](OC)CN(C)C(=O)c3cc(C#N)ccc3OC[C@H]1O2 | -1.0
COc1ccccc1NC(=O)N1CC(=O)N2[C@H](CO)[C@H](c3ccc(C#Cc4ccccc4)cc3)[C@@H]2C1 | -0.9
C[C@@H]1CN([C@@H](C)CO)C(=O)c2cc(NS(=O)(=O)c3ccccc3)ccc2O[C@@H]1CN(C)S(=O)(=O)c1cccs1 | 0.2
C[C@H](CO)N1C[C@H](C)[C@H](CN(C)CC2CC2)Oc2c(NC(=O)c3nc4ccccc4s3)cccc2C1=O | -2.7
O=C(C[C@@H]1CC[C@H]2[C@@H](COC[C@H](O)CN2CCC(F)(F)F)O1)NCc1ccc2c(c1)OCO2 | 0.8
O=C(C[C@@H]1CC[C@H]2[C@@H](COC[C@H](O)CN2Cc2ccncc2)O1)NCC1CC1 | -0.8
CCCN1C[C@@H](C)[C@@H](OC)CN(C)C(=O)c2ccc(NC(=O)C3CCC3)cc2OC[C@@H]1C | 0.2
CC(C)NC(=O)Nc1cccc2c1O[C@@H](CN(C)C(=O)NC(C)C)[C@@H](C)CN([C@H](C)CO)C2=O | 1.5
N#C[C@@H]1[C@@H](c2ccc(C3=CCCC3)cc2)[C@H](CO)N1c1nc(-c2ccccc2)cs1 | 0.1
O=C(O)C[C@H]1C=C[C@@H](NC(=O)Nc2ccccc2)[C@H](CO)O1 | -0.4
C[C@H](CO)N1C[C@H](C)[C@H](CN(C)C(=O)NC2CCCCC2)Oc2c(NC(=O)c3nc4ccccc4s3)cccc2C1=O | -1.1
C[C@H]1CN([C@@H](C)CO)C(=O)c2cc(C#CCN(C)C)cnc2O[C@@H]1CN(C)Cc1cccc(F)c1 | -0.3
CCC(=O)N1[C@H](CN(CC)C(=O)c2ccccc2)[C@@H](c2ccccc2)[C@@H]1CO | -0.6
COc1ccccc1S(=O)(=O)N[C@H]1CC[C@@H](CCNC(=O)C2CCCC2)O[C@H]1CO | -6.3
CC(C)NC(=O)Nc1ccc2c(c1)C(=O)N([C@@H](C)CO)C[C@H](C)[C@H](CN(C)C(=O)C1CCCCC1)OCCCC[C@H](C)O2 | 0.8
CNC[C@H]1Oc2cc(C#CC(C)(C)O)ccc2S(=O)(=O)N([C@@H](C)CO)C[C@@H]1C | -0.5

# Reprinted at random: 2 records from the list, in no set order.
Structure | TcdB inh
Cc1noc(C)c1NC(=O)Nc1ccc2c(c1)C(=O)N([C@H](C)CO)C[C@@H](C)[C@H](CN(C)CC1CCCCC1)O2 | 0.3
COCC(=O)Nc1ccc2c(c1)[C@H]1C[C@@H](CC(=O)NC3CCCC3)O[C@@H](CO)[C@H]1O2 | 0.0

# A portion of the library, so the mix of outcomes need not match the whole.
